MsrA inh – bovine MsrA inhibition; AID 651718; purified bovine MsrA, absorbance read-out; inhibition, % at 15.5 µM; hit rate 0.75% among 360,000; in the data active means inhibition above about 4.5%;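 further: 0% = vehicle wells with enzyme and 100% = reference inhibitor wells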
LMPTP block – LMPTP (human) inhibition; inhibition, % at 20 µM; recombinant LMPTP-A, OMFP fluorogenic substrate, fluorescence intensity; AID 651560; P24666; hit rate 0.22% among 360,000;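 active means compounds that cut the enzyme signal by at least half of the control window in the single-dose screen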;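 further: plate controls were DMSO wells with enzyme plus substrate for no effect and substrate without enzyme for full effect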
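Buffer or medium: Bis-Tris pH 6.0, DTT, detergent; Assay system: LMPTP-A enzyme; Quantity: 0.625 nM enzyme; Detection: endpoint fluorescence intensity; Times: 50 min dark incubation at room temperature; Controls: substrate-only low control, DMSO enzyme-plus-substrate high control; Doses: single 20 µM dose; Read-out: percent inhibition versus substrate-only and uninhibited controls; Reagent: 400 µM OMFP.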
SUMO1 PPI mod – SUMO1-SIM interaction modulation. hit rate 0.33% among 360,000. inhibition, % at 20 µM. P63165. SUMO1 binding to a labelled peptide, TR-FRET, 1 h; in the data active means inhibition above about 37%
DNMT1 inh – blocks human DNA methyltransferase DNMT1. P26358. DNMT1 molecular beacon, Hinp1I cleavage, fluorescence. inhibition (reported as % activation of signal), % at 10 µM. hit rate 0.83% among 360,000. AID 588458; in the data active means inhibition above about 50%
Target sequence (P26358 504-1616 limits assumed): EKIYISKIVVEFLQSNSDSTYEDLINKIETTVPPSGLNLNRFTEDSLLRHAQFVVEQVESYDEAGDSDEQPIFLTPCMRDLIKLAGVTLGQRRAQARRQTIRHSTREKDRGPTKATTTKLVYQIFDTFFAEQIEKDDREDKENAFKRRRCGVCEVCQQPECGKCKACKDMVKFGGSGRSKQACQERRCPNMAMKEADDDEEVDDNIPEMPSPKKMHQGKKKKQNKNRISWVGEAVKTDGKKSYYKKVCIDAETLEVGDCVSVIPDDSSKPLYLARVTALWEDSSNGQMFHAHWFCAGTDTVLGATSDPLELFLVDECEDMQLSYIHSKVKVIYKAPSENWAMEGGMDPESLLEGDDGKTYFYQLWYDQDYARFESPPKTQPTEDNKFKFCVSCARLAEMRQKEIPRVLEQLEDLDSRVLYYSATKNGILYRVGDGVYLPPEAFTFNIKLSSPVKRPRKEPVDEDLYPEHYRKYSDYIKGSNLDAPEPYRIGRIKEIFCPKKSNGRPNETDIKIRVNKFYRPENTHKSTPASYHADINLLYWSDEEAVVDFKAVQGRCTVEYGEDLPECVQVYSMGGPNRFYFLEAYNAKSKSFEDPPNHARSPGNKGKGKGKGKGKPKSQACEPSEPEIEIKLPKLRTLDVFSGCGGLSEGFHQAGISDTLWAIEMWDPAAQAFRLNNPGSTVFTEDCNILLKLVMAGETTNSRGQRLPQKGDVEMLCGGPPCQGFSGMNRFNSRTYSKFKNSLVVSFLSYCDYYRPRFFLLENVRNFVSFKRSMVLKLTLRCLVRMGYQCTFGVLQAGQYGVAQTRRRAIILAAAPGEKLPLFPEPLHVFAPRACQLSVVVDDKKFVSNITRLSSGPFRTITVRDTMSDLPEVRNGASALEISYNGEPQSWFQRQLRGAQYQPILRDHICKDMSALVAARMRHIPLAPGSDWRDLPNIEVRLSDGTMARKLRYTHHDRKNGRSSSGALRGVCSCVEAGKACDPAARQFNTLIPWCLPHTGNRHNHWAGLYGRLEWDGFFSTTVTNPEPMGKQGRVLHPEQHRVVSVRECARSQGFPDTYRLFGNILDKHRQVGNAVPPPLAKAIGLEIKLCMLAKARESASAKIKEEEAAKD
Scp-1 inhibitor – inhibitors of human Scp-1 phosphatase. Q9GZU7. Recombinant Scp1, phosphopeptide, malachite green phosphate absorbance. inhibition, % at 20 µM. hit rate 0.88% among 340,000. AID 493091;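 active means inhibition above about 50% at 20 µM, limit read from the data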;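 further: plate controls were DMSO wells with enzyme for no effect and wells lacking enzyme for full effect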
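Material: truncated SCP-1 phosphatase (76-261aa) / Buffer or medium: 50 mM Tris acetate pH 5.5, 0.005% Tween-20, 10 mM MgCl2 / Compound dosing: one concentration, 20 µM, with 1.0% DMSO / Incubation: 45 min room-temperature reaction, 5 min colour, 30 min stabiliser / Detection: colorimetric free-phosphate detection, absorbance 630 nm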
Tb MetRS inh – Trypanosoma brucei MetRS inhibition | purified T. brucei MetRS, ATP depletion, Kinase-Glo luminescence | inhibition, % at 11.9 µM | hit rate 0.4% among 360,000;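 active means inhibition above a per-plate cutoff of the control wells' mean inhibition plus 3 SD, cut at about 5.5% in these data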;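 further: 0% = DMSO wells median and 100% = median of wells with control inhibitor compound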
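Dosing: 11.9 µM single point; system: parasite MetRS enzyme; technique: luminescence of leftover ATP; times: 15 min enzyme-compound preincubation, 2 h reaction, 10 min detection, 25 °C; replicates: each compound tested once; read-out basis: percent inhibition relative to median high and low control wells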
Rpn11 inh – blocks the human proteasome subunit Rpn11; human 26S proteasome, Ub4-pepOG fluorescence polarization; 20S core pre-blocked with epoxomicin; calls only at 20 µM; hit rate 0.59% among 360,000; O00487; AID 588493;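 active means inhibition at 20 µM, scaled to each plate's controls, above about 33%, limit read from the data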
CSN inh – CSN deneddylation inhibition. Purified CSN, SCF-Nedd8-OG deneddylation, fluorescence polarization. Q92905. AID 651999. hit rate 0.38% among 360,000. inhibition, % at 12.5 µM;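 active means pattern-corrected inhibition above about 35%, with an unprinted fluorescence ratio check between 0.5 and 1.5, limit read from the data, passing the limit was not always enough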;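 further: 0% = enzyme with substrate and 100% = substrate without enzyme; some results filed as inactive read as strong as hits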
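Schedule: reaction 90 min, room temperature / Assay system: HEK293T-derived human Csn5 enzyme / Input: Csn5 at 0.24 nM final / Measure: inhibition of Csn5 cleavage, % / Control set: substrate-only high control, full reaction low control / Technique: fluorescence polarization of the substrate / Buffer or medium: Tris/NaCl/DTT buffer, pH 7.5 / Reagent: SCFSkp2-Nedd8OG substrate at 10 nM final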
NadD block – blocks S. aureus nicotinate mononucleotide adenylyltransferase; purified NadD enzyme, colorimetric absorbance read-out; inhibition, % at 20 µM; hit rate 0.78% among 360,000; AID 602399; in the data active means inhibition above about 26%; further: some compounds past the cut are filed as inactive
STEP block – blocks human striatal-enriched tyrosine phosphatase. P54829. recombinant STEP, OMFP fluorogenic substrate, fluorescence. inhibition, % at 20 µM. hit rate 0.25% among 360,000;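 active means inhibition at 20 µM, scaled per plate between control wells, above about 37%, limit read from the data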;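 further: 0% = DMSO with enzyme and substrate and 100% = substrate only without enzyme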
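Measure: Control-normalized % inhibition with plate pattern correction | Test system: STEP phosphatase, cell-free reaction | Medium: pH 6.0 Bis-Tris with DTT and Tween 20 | Technique: Fluorescence, 480/540 nm | Times: Reaction 20 min, ambient temperature | Doses: Single compound dose of 20 µM, 1% DMSO final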
* marks the source's active call; other numbers are inactive results; i = inactive; x = no result given.

SMILES	MsrA inh	LMPTP block	SUMO1 PPI mod	DNMT1 inh	Scp-1 inhibitor	Tb MetRS inh	Rpn11 inh	CSN inh	NadD block	STEP block
CCOC(=O)c1c(CSc2ccccc2)n(C)c2ccc(O)cc12	0.8	-0.7	0	-2	-4	-1.5	i	5	-5	-3
COc1[nH]c(/N=C/c2ccccc2)c(C#N)c1C#N	0.6	-1.5	12	-2	0	-0.8	i	-27	-5	-5
C=C1CCN([C@@H](Cc2ccccc2)C(=O)N2CCOCC2)S(=O)(=O)c2ccccc21	-0.6	0.5	3	-2	-2	-0.2	i	-2	-4	1
CS(=O)(=O)Nc1ccc(S(=O)(=O)N2CCOCC2)cc1	-0.1	0.6	2	2	-6	-0.6	i	2	-2	3
COCCNC(=O)C1CCCN(C(=O)c2cccnc2Oc2ccccc2)CC1 (configuration not stated)	-0.2	1.6	-3	7	x	0.7	i	-3	2	4
CCOc1ccc(/C=C(/NC(=O)c2ccccc2)C(=O)NCCC(=O)O)cc1	-0.1	-0.7	-1	3	-5	-0.2	i	-11	0	-1
COc1ccc(C(CNC(=O)COc2ccc(C)c(C)c2)N2CCCCC2)cc1 (configuration not stated)	-0.6	-0.1	5	-1	-3	-0.1	i	3	-7	-2
CSCC[C@@H](C(=O)NCCCCCCCCCCC(=O)N1CCN(C(=O)OC(C)(C)C)CC1)n1cc(CCO)nn1	-0.5	-0.2	0	12	19	-0.2	i	-1	4	0
COc1cc(/C=C/C(=O)OCC(=O)N2CCCc3ccccc32)ccc1OC(F)F	1.2	1.6	-6	-2	-1	-0.2	i	-3	-9	-4
Cc1cccc(-n2ncc3c2CCCC3NC(=O)CCc2cccnc2)c1C (configuration not stated)	-0.1	0.3	0	-2	3	-0.7	i	2	-1	-1
COc1ccc(C(CNC(=O)c2ccc3c(c2)OCCO3)N(C)C)cc1 (configuration not stated)	0.4	-0.8	7	-1	-2	-0.4	i	-2	0	-2
Cc1noc(NS(=O)(=O)c2ccc(NC(=O)c3nn(-c4ccc(F)cc4)ccc3=O)cc2)c1C	1.9	0.1	-10	2	1	-0.7	i	3	14	0
Cc1oc2c(c(C)cc3oc(=O)c(CC(=O)NCC(=O)NCC(=O)NCC(C)O)c(C)c32)c1C (configuration not stated)	4.2	4.1	-2	6	-1	-1.0	i	2	9	4
CCOc1cccc(NC(=O)C(Cc2cccs2)c2nn[nH]n2)c1 (configuration not stated)	0.1	-1.0	9	-4	-6	-0.2	i	3	13	1
O=C(Nc1ccc(F)c(Cl)c1)C1CCN(c2ncnc3c2nc2n3CCCCC2)CC1	-0.4	1.1	4	-1	-6	0.2	i	-4	1	2
CCOc1cc(/C=N/NC(=O)COc2ccc(Cl)cc2)ccc1OS(=O)(=O)c1ccccc1	1.8	3.0	-3	-8	-11	-0.1	i	2	-2	-4
Cc1ccc(NC(=O)Cn2ncn3c(cc4ccccc43)c2=O)cc1F	1.7	1.0	-5	-18	-5	-0.1	i	2	4	0
Cc1cc(-c2ccc(S(=O)(=O)N3CCN(c4cccc(C)c4C)CC3)s2)on1	-1.8	2.5	-2	4	-5	-0.1	i	-3	5	0
Cc1ccc2cc(COC(=O)c3cccc([N+](=O)[O-])c3)c(=O)[nH]c2c1	-0.2	1.9	-9	-6	-1	0.4	i	-1	2	0
CCOC(=O)c1[nH]c2ccccc2c1NC(=S)Nc1cccc(C)c1C	0.3	0.3	-9	-2	-13	-0.6	i	4	1	2
O=C(NNC(=S)NCC1CCCO1)c1ccc(S(=O)(=O)N2CCOCC2)cc1 (configuration not stated)	3.1	-1.6	1	0	-3	0.5	i	-3	0	12
COc1ccc(-n2c(-c3ccc(Br)cc3)c[n+]3c2SC(C)C3)cc1 (configuration not stated)	1.4	1.0	1	0	6	0.6	i	-2	1	2
CCOC(=O)c1cc(-c2ccccc2)n(CCC(=O)NC(C)CC)c1C (configuration not stated)	-0.4	0.0	-1	-2	-2	-0.9	i	-2	0	-2
COc1ccc(CNC(=O)C/C(C)=N/NC(=O)COc2cccc(C)c2)cc1	-1.2	-0.7	-2	3	-1	0.2	i	-8	0	2
Cc1nc(C)c(-c2ccc(SCC(=O)Nc3ccc(F)cc3F)nn2)s1	0.1	1.9	-7	-1	-8	-0.3	i	-1	-1	1
Cc1ccc(-n2[nH]c(C)c(/C=N/NC(=O)c3ccc(O)cc3O)c2=O)cc1	x	-0.3	2	-13	2	-3.3	i	0	6	-1
O=C(C1CCCN(Cc2ccc(Cl)cc2)C1)N1CCCCC1 (configuration not stated)	-0.2	-1.5	1	1	-2	-0.8	i	-1	-8	2
O=C(Nc1ccccc1)OCCOc1cccc(Br)c1	-0.6	3.4	3	2	-14	-2.3	i	-1	-8	-4
O=C(COc1ccccc1)NC1CCS(=O)(=O)C1 (configuration not stated)	1.0	-0.4	2	1	-12	-0.6	i	-3	5	-1
COc1ccc(CNC(=O)C2CCCN(S(=O)(=O)c3c(C)nn(C)c3C)C2)cc1 (configuration not stated)	-0.8	0.1	-1	3	-4	-0.8	i	1	3	1
O=C(COc1ccc(F)cc1)Nc1nnc(S(=O)(=O)N2CCCC2)s1	0.1	-0.3	10	2	-9	-0.5	i	1	1	-1
CN(C)S(=O)(=O)N(CC(=O)Nc1ccc(S(=O)(=O)N2CCCC2)cc1)c1ccccc1	1.5	0.5	3	-5	-9	-0.6	i	-1	-8	0
O=C(O)C1C2C=CC(C2)C1C(=O)NCc1cccs1 (configuration not stated)	0.1	1.1	8	18	31	0.0	i	0	4	8
Cc1ccc(Nc2nnc(SC/C(O)=C(\C#N)c3nc4ccccc4[nH]3)s2)c(C)c1	2.6	0.9	24	-20	-5	-0.2	i	6	56*	-2
COc1cc2c(cc1NC(=O)CSc1cccc[n+]1[O-])oc1ccccc12	-1.3	-1.0	0	72*	-7	-0.7	i	1	-4	0
O=C(NCCCN1CCCC1=O)C1CCCO1 (configuration not stated)	0.5	-0.9	-6	0	2	-0.8	i	-5	1	-2
COC(=O)CCCC1=CC2=CC(=O)C(C)(OC(=O)c3cccs3)C(=O)C2=CN1CCc1c[nH]c2ccccc12 (configuration not stated)	0.2	15	-11	-31	1	-0.5	i	0	14	4
CCn1cc(C(=O)NCCCOC(C)C)c(=O)c2cc(S(=O)(=O)N3CCC(C)CC3)ccc21	0.0	1.2	6	4	-11	0.1	i	-5	1	2
Cc1cc(C(=O)OCC(=O)Nc2ccccc2[N+](=O)[O-])c2ccccc2n1	-0.9	-1.3	-7	-24	-4	-0.2	i	5	-1	2
Cc1coc2c1C(=O)C(=O)c1c-2ccc2c(C)cccc12	x	22	22	95*	38	-0.1	i	16	34*	14
COc1cc(OC)nc(NC(=O)COC(=O)c2cccc(Cl)c2)n1	-0.4	1.6	3	6	6	-1.2	i	-4	-2	-2
Cc1ccc(CNC(=O)CCn2nc(-c3ccc(Cl)cc3)ccc2=O)cc1	0.0	-1.0	-10	-4	-6	0.3	i	3	-5	-2
Cc1cn2c(-c3ccncc3)nnc2s1	-0.1	-0.5	1	5	9	-0.1	i	3	1	12
Cc1nc(SCC(=O)N(CC(C)C)C2CCS(=O)(=O)C2)c2c(C)c(C)sc2n1 (configuration not stated)	0.4	0.6	5	-2	-4	-0.1	i	0	8	-3
CN(c1nc2ccccc2[nH]c1=O)C1CCCCC1	-0.4	1.6	-13	2	2	-0.5	i	2	0	-1
Cc1cc(C)c(C)c(S(=O)(=O)Nc2ccc(C(N)=O)cc2)c1C	0.7	0.9	-1	-1	-2	0.2	i	-2	-2	-1
CC(=O)c1ccc(NC(=O)c2ccc(-n3cnnn3)cc2)cc1	-0.9	0.4	8	1	4	-0.1	i	3	-3	-3
COCCNC(=O)Cn1cnc2sc(C)c(S(=O)(=O)N3CCN(c4ccccc4OC)CC3)c2c1=O	-0.4	-0.1	0	3	-1	0.0	i	0	0	-1
O=C(NCc1ccccc1F)C1CCCN(C(=O)Nc2ccccc2)C1 (configuration not stated)	0.2	0.7	-1	3	-5	0.2	i	2	3	0
CCN(CC)S(=O)(=O)c1ccc(N2CCOCC2)c(NC(=O)c2c3c(nc4ccccc24)CCC3)c1	0.0	10	-2	65*	68*	-0.3	i	3	17	0
CCN(CC)C(=O)c1cccc(NC(=O)c2ccccc2OCc2c(C)noc2C)c1	-0.4	-0.4	-3	1	-2	-0.1	i	1	0	-2
O=C(CCc1nc2sc3c(c2c(=O)[nH]1)CCCC3)Nc1cccc(Cl)c1	-0.7	0.2	-7	6	24	-0.3	i	11	2	4
CCc1ccc(S(=O)(=O)N2CCCC(N3CCN(c4ccc(OC)cc4)CC3)C2)cc1 (configuration not stated)	0.0	-0.1	0	3	-8	0.1	i	2	-6	0
O=C(CCc1nc(-c2ccccc2F)no1)NC1CCN(Cc2ccccc2)CC1	-0.3	-0.1	1	0	-8	-0.7	i	2	-3	-6
OC(CCN1CCOCC1)c1ccccc1 (configuration not stated)	-1.2	0.0	2	-3	-5	-1.6	i	-2	-3	2
CC(C)CN(Cc1c(O)ccc2c(=O)c(-c3ccccc3)coc12)CC(C)C	-1.0	-1.7	5	1	-4	2.1	i	-2	4	0
CC1CCCCN1C(=O)CSc1ccc(-c2ccc(F)cc2)nn1 (configuration not stated)	-0.3	-1.1	-1	0	-4	-0.3	i	-6	-7	-5

4 compounds from above, ordered by molecular weight, high to low:
SMILES	MsrA inh	LMPTP block	SUMO1 PPI mod	DNMT1 inh	Scp-1 inhibitor	Tb MetRS inh	Rpn11 inh	CSN inh	NadD block	STEP block
CCN(CC)S(=O)(=O)c1ccc(N2CCOCC2)c(NC(=O)c2c3c(nc4ccccc24)CCC3)c1	0.0	10	-2	65*	68*	-0.3	i	3	17	0
CCN(CC)C(=O)c1cccc(NC(=O)c2ccccc2OCc2c(C)noc2C)c1	-0.4	-0.4	-3	1	-2	-0.1	i	1	0	-2
O=C(NCc1ccccc1F)C1CCCN(C(=O)Nc2ccccc2)C1 (configuration not stated)	0.2	0.7	-1	3	-5	0.2	i	2	3	0
CC(=O)c1ccc(NC(=O)c2ccc(-n3cnnn3)cc2)cc1	-0.9	0.4	8	1	4	-0.1	i	3	-3	-3

Bioassay records from PubChem BioAssay.
